Screening data: PubChem, National Center for Advancing Translational Sciences (NCATS)
ELG1 DNA repair: blocks ELG1-dependent DNA repair in HEK293T cells; HEK293T ELG1-luciferase reporter, luminescence, 16 h; DNA damage induced by 5-fluorouridine; Potency, µM (titrated, usually from 46.1 µM), without a hit: at the highest dose activity change, negative = inhibition, usual class: inhibitors; 2.3% of 330,000 active; AID 504467; further: potency means the concentration at half of the fitted maximal effect; on the % scale 0 is the no-effect control and ±100 the full control effect; nearly all actives have a fitted effect of over 55% in size
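5-Fluorouridine DNA damage + compound/DMSO, 2,000 cells/well, 16 h, 37 °C/5% CO2. ONE-Glo, 30 min RT, luminescence. Readout = decrease in reporter signal.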
BCR signal inh: chronic active BCR signaling inhibition | ABC-DLBCL IkBa-CBG/CBR reporter, luminescence ratio, 4 h | Potency, µM (doses to about 46.1 µM), for inactives: top-dose ratio change, negative = lower green/red ratio, most hits filed as inhibitors | 0.05% of 340,000 active | AID 493014; active means well fitted inhibition curve with a large enough effect in the signal ratio, with a control signal flat, not every such curve was filed as active; inconclusive means small, poorly fitted or top-dose-only effect, or effect the other way, or a change in a side signal; the % refers to the signal ratio;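 further: potency means the concentration at half of the fitted maximal effect; plate controls were basal doxycycline-induced cells for no effect and cells given 10 µM MG132 for full effect; MG132 reads +100%, hits lower the ratio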
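Concentration-response series (up to 46 uM) were applied to TMD8 dual-reporter cells for 4 h at 37C with doxycycline. Green/red ratio, after filter-overlap correction, defined %Activity; red signal alone was normalised to basal cells and zero luminescence.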
PTAP TSG101 blk: blocks PTAP/TSG101 interaction to inhibit HIV-1 budding; Q99816; Fluorescence polarization, FITC-PTAP peptide / Tsg101 binding; Potency, µM (highest dose often 115 µM), inactives show at the highest dose activity change, negative = inhibition, usual class: inhibitors; 340,000 tested, under 10 active; AID 493005; active means well fitted inhibition curve with a large enough effect in the main read-out, with a control signal flat, not every such curve was filed as active; inconclusive means small, poorly fitted or top-dose-only effect, or effect the other way, or a change in a side signal; inactive means no such curve, though single readings can be large or run the other way; further: potency means the concentration at half of the fitted maximal effect; % of control where 0% means no effect
Target sequence (Q99816 whole entry, looked up): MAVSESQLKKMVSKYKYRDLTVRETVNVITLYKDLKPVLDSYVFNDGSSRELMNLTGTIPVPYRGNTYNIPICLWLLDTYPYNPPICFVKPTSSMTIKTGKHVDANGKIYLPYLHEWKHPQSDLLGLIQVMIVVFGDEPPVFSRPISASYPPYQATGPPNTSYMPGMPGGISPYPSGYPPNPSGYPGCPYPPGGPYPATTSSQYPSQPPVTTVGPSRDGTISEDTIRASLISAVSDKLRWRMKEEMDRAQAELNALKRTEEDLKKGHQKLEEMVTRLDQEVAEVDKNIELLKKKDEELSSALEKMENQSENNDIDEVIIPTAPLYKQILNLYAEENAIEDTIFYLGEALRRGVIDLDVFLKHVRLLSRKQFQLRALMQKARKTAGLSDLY
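Steps: Tsg101 binding domain dispensed (10 uM final), compounds pinned in DMSO, FITC-labeled PTAP-motif peptide added (50 nM final); after 20 min binding at room temperature, polarization measured.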
Mito fusion yeast: blocks mitochondrial division or promotes mitochondrial fusion | S. cerevisiae fusion-defective mutant growth rescue, CellTiterGlo 48 h | Potency, µM (titrated, usually from 46.1 µM), for inactives: at the top dose growth rescue (activation), most hits filed as activators | 0.23% of 320,000 active;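 further: potency means the concentration at half of the fitted maximal effect; % of control where 0% means no effect; nearly all actives have a fitted effect of over 45% in size; temperature-sensitive fusion mutants such as fzo1-1 at 37 °C on non-fermentable ethanol glycerol medium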
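Compounds are tested for their ability to restore growth of mitochondrial fusion-defective yeast strains at non-permissive 37C in YPEG medium over 48 hours. Viability is quantified by luciferase luminescence.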
USP2a inh: inhibitors of human ubiquitin-specific protease USP2a. 0.01% of 330,000 active. O75604. USP2 core, Ub-CHOP2 coupled fluorogenic reporter, 485/531. Potency, µM (series often up to 38.3 µM), inactives show top-dose activity change, negative = inhibition, usual class: inhibitors;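 further: potency means the concentration at half of the fitted maximal effect; plate controls were DMSO wells for no effect and full inhibition by NEM control for full effect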
Target sequence (O75604 whole entry, looked up): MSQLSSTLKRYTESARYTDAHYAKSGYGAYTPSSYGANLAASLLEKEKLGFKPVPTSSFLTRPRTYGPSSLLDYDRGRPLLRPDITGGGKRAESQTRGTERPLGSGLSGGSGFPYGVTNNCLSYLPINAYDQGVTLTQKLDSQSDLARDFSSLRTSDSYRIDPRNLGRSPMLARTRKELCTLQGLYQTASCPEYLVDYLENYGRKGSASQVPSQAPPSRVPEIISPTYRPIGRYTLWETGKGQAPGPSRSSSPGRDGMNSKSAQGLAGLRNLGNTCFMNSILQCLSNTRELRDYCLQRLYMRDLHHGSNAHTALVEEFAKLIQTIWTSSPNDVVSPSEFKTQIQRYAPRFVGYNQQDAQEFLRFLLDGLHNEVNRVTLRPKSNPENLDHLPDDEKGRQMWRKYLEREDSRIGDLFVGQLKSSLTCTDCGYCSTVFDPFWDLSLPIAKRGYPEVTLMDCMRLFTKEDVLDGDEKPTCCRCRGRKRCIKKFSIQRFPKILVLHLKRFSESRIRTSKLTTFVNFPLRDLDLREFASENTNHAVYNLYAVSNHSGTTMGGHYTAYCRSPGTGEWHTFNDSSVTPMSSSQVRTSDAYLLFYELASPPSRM
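Deubiquitinase activity read as fluorescence (485/531 nm) after Ub-CHOP2 cleavage activates the enterokinase reporter on its substrate; USP2 core 10nM, Ub-CHOP2 and substrate 25nM each, 30min compound preincubation then 60min RT; data normalized to NEM, curves fitted.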
TSHR antag: human thyrotropin receptor antagonism; P16473; 0.2% of 330,000 active; activity change, negative = inhibition, % at 11.5 µM; TSHR-expressing cells, TSH-stimulated cAMP HTRF, 2 h; stronger effect = lower value;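 active means activity change below a set negative limit, meaning inhibition stronger than a set level, cut at about -70% in these data; inconclusive means activity change between two set negative limits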; further: on the % scale 0 is the no-effect control and ±100 the full control effect
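Cell-based HTRF cAMP assay; TSHR cells + compound, TSH EC80 (4nM final), 2 h, 37 deg C. Lysis with anti-cAMP cryptate and cAMP-d2, 30 min RT, read 665/620 nm.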
Eya2 inh: inhibitors of human Eya2 phosphatase activity; 0.006% of 330,000 active; AID 488837; O00167; recombinant Eya2, OMFP fluorescence dephosphorylation (OMFP is methylfluorescein phosphate); Potency, µM (highest dose often 76.9 µM), inactives show at the highest dose activity, negative = inhibition, hits mostly inhibitors; further: potency means the concentration at half of the fitted maximal effect; on the % scale 0 is the no-effect control and ±100 the full control effect
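Eya2 protein (added as 0.2 uM solution) was preincubated with compound for 10 min at ambient temperature in 50 mM HEPES pH 7.5, 50 mM NaCl, 5 uM MgCl2, 0.05% BSA, 1 mM DTT. OMFP (added at 50 uM) then reacted 10 min; fluorescence read at 485/525 nm.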
B2AR arrestin: recruits beta-arrestin to the human beta2-adrenergic receptor. P07550. beta-arrestin recruitment to beta2AR, cell-based reporter. Potency, µM (titrated, usually from 46.1 µM), without a hit: at the top dose activation, actives largely listed as activators. 0.02% of 330,000 active. AID 492947;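 further: potency means the concentration at half of the fitted maximal effect; 0% = DMSO controls and full agonism = EC100 isoproterenol or metaproterenol; nearly all actives have a fitted effect of over 65% in size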
TCR act: T cell receptor activation | 330,000 tested, under 10 active | AID 504894 | Potency, µM (doses to about 9.22 µM), for inactives: at the top dose activation of IL-2 secretion, most hits filed as activators | primary human leukocytes, anti-CD3, IL-2 HTRF, 48 h; further: % of control where 0% means no effect
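IL-2 produced over 48 hr by a-CD3 bead-stimulated primary human leukocytes exposed to compounds was detected with a homogeneous time-resolved FRET immunoassay, 665nm acceptor signal after 320nm excitation.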
Tb PFK inh: T. brucei PFK enzyme inhibition | Potency, µM (doses to about 57.5 µM), for the others: at the highest dose activity, negative = inhibition, hits mostly inhibitors | O15648 | T. brucei PFK, ADP-Glo luminescence | 0.17% of 330,000 active;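 further: potency means the concentration at half of the fitted maximal effect; 0% = uninhibited 1x PFK enzyme wells and -100% = no-enzyme wells; nearly all actives have a fitted effect of over 60% in size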
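1.25 nM PFK with 0.5 mM F6P and 0.1 mM ATP in 0.1 M TEA pH 8.0, 5 mM MgCl2, incubated 45 min at room temperature; ADP measured by ADP-Glo luminescence; compounds titrated up to 57 uM.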
uPA surface inh: blocks generation of uPA at the cell surface; cell surface uPA generation assay, qHTS; Potency, µM (top dose mostly 38.3 µM), without a hit: at the top dose activity change, negative = inhibition, usual class: inhibitors; 0.31% of 330,000 active; AID 540303; active means well fitted inhibition curve with a large enough effect; inconclusive means small, poorly fitted or top-dose-only effect; inactive means no such curve, though single readings can be large or run the other way; tested in mouse RAW 264.7 cells; further: potency means the concentration at half of the fitted maximal effect; on the % scale 0 is the no-effect control and ±100 the full control effect; nearly all actives have a fitted effect of over 55% in size
The depositor's hits bear a star; ? = inconclusive; / = no result given; [ ] = another dose, or the depositor's remark. Unless noted, the call rests on the fitted dose curve; in most records, active means well fitted curve in the direction sought with a large enough effect; inconclusive means small, poorly fitted or top-dose-only effect, or another doubt; inactive means no such curve, though single readings can be large; an effect the other way counts as inactive or inconclusive.

SMILES | ELG1 DNA repair | BCR signal inh | PTAP TSG101 blk | Mito fusion yeast | USP2a inh | TSHR antag | Eya2 inh | B2AR arrestin | TCR act | Tb PFK inh | uPA surface inh
Cc1ccc(C(C)(C)NC(=O)C2CCC(=O)N(CC3CCCCC3)C2)cc1 (configuration not stated) | -12% | -3% | -1% | -3% | 1% | -4 | -2% | 0.5% | 1% | -1% | -5%
COc1ccc(Cc2nnc(NC(=O)c3cc(OC)c(OC)c(OC)c3)s2)cc1OC | 22% | -27% | -1% | 3% | -3% | 5 | -9% | -0.5% | -1% | -4% | -6%
CC(C)CNC(=O)N1c2ccccc2Sc2ccccc21 | -21% | 0% | 0% | 19% | -1% | -15 | -2% | -0.7% | 2% | 2% | 2%
O=c1[nH]c(N2CCc3ccccc3C2)nc2c1CCC2 | -5% | 25% | 0% | -13% | 2% | 10 | 8% | 0.1% | -3% | -10% | 3%
Nc1nnc(-c2ccncc2)s1 | -18% | 0% | -6% | -1% | -1% | 2 | 2% | 0.4% | 11% | -4% | /
COc1ccc(/C=N/NC(=O)c2cccc([N+](=O)[O-])c2)cc1OS(=O)(=O)c1ccc(C)cc1 | ? | 7% | -6% | -4% | -2% | -5 | -5% | 2.4% | -5% | -4% | -8%
O=C1CC(CSc2ccc(Cl)cc2)=NN1 | 0% | -2% | -7% | 0% | -7% | -9 | -6% | -0.2% | -1% | 1% | 0%
CCN(CC)C(=O)CSc1nnc(-c2cc3ccccc3cc2O)n1CC | ? | -4% | -6% | 14% | 0% | 32 | -16% | 0.4% | -1% | 0% | /
CN1C(=O)N(S(=O)(=O)c2ccc(F)c(F)c2F)C(=O)C1(C)C | -4% | -2% | -9% | 2% | 2% | 10 | 3% | -0.2% | -2% | -11% | -1%
Nc1c(-c2cccc(Cl)c2)cnc2c(-c3ccccc3)cnn12 | ? | ? | 0% | -5% | -1% | -12 | -16% | 0.3% | -4% | 2% | 3%
CCOC(=O)N1CCC(=NNC(=O)c2ccccc2F)CC1 | ? | ? | 1% | -2% | 1% | 24 | -10% | 0.8% | 6%[46.1 µM] | 4% | 0%
CCN(CC)S(=O)(=O)c1cccc(NC(=O)CNc2cccc(S(=O)(=O)N3CCCC3)c2)c1 | 0.33µM* | 1% | -1% | -1% | 2% | -41 | -5% | -0.6% | -2% | -4% | ?
Cc1nc(N2CCN(c3ccccc3)CC2)c2c3c(sc2n1)CCC3 | -30% | 5% | / | 7% | 2% | -46 | -3% | 0.2% | / | 0% | /
COc1ccccc1OC(C)C(=O)Nc1ccc(S(=O)(=O)N2CCN(C)CC2)cc1 (configuration not stated) | -1% | -1% | 1% | -11% | 1% | -3 | 2% | 0.1% | -2% | -1% | 0%
COc1cc(/C=N/OCC(=O)Nc2cc(C)cc(C)c2)ccc1OCc1ccc(Cl)cc1 | ? | ? | 5% | 14% | 0% | 0 | -3% | 0.4% | -39%[inhibitor][46.1 µM] | 1% | -2%
COc1ccc(C(=O)NC(C)CCc2ccccc2)cc1[N+](=O)[O-] (configuration not stated) | -4% | ? | 0% | 8% | -1% | -2 | 4% | -0.7% | / | 3% | -3%
O=c1cc(CO)oc(CN2CCC(Cc3ccccc3)CC2)c1O | -1% | 7% | -3% | 1% | 4% | -6 | 7% | 0.0% | 10% | -1% | 3%
O=C(CSc1ccc2ccccc2n1)c1ccccc1 | ? | ? | 1% | 3% | 0% | -4 | -5% | -0.3% | -4% | -12% | 1%
O=S(=O)(Nc1cccc(-c2cn3cccnc3n2)c1)c1ccc(Cl)cc1 | -1% | -1% | -1% | 0% | 3% | -5 | -8% | -0.8% | -5%[46.1 µM] | 8% | 6%
C[C@@H]1CN([C@H](C)CO)C(=O)c2cc(NC(=O)C3CCCCC3)ccc2O[C@@H]1CN(C)Cc1ccc(C(F)(F)F)cc1 | -10% | 7% | -6% | / | -1% | 4 | -4% | 0.5% | -2% | 4% | -24%
c1ccc2sc(NC3=NCN(C4CCCCCC4)CN3)nc2c1 | ? | -3% | 2% | -3% | 1% | 22 | -6% | -0.3% | -3% | 2% | /
COc1cccc2sc(NC(=O)c3ccc(S(=O)(=O)N4CCOCC4)cc3)nc12 | ? | ? | -4% | 14% | 1% | -11 | -9% | 0.1% | -3% | -1% | -4%
COc1ccc(C(=O)N/N=C(\C)CC(=O)Nc2ccccn2)cc1OC | 5% | ? | 1% | -3% | 4% | -2 | -22% | 0.6% | -1% | 2% | 3%
O=S(=O)(c1cccc(F)c1)N1CCC(CO)(Cc2cccc(F)c2)CC1 | 1% | -7% | -1% | 23% | 1% | -2 | -2% | -0.6% | 1% | -4% | /
O=S(=O)(NCc1cccs1)c1cccc2cccnc12 | ? | ? | -2% | -1% | 0% | -1 | 6% | -0.3% | -3% | 1% | /
Cc1cc(C)nc(/N=C(\NC(=O)C(C)(C)C)Nc2ccc(F)cc2)n1 | 10% | 8% | -1% | 6% | -1% | 1 | -25% | -0.5% | 1% | 2% | 2%
C=CCn1c(SC(C)C(=O)Nc2ccc(Cl)cn2)nnc1C1CC1 (configuration not stated) | 11% | -3% | -1% | 6% | 2% | 0 | 10% | -0.3% | -13% | 0% | 4%
COc1cc(/C(C)=N/Nc2ccc(C(=O)O)cc2)cc(OC)c1OC | ? | ? | 0% | -4% | 1% | 2 | -2% | -2.2% | 4%[46.1 µM] | -1% | 6%
CC(C)N(C(=O)[C@H]1C[C@H](CC(=O)NC(C)(C)C)C(=O)N2CCc3c([nH]c4ccc(Cl)cc34)[C@]12C)C(C)C | ? | ? | -9% | / | -11% | 26 | -11% | -0.8% | 1%[46.1 µM] | -1% | ?
COc1cccc(-c2nnc(SCC(=O)Nc3ccc(S(N)(=O)=O)cc3)n2C)c1 | -11% | 1% | -8% | -1% | -2% | -16 | 3% | -0.8% | -4% | 0% | 0%
COc1ccccc1OCCSc1nnnn1-c1ccc(C)cc1 | ? | 17% | -6% | 5% | -9% | -9 | 3% | 0.5% | 5% | -1% | -9%
CCCCNC(=O)C1CCC(CNS(=O)(=O)c2cccc3nsnc23)CC1 (configuration not stated) | 4% | -2% | -3% | 5% | 2% | 6 | -5% | 0.5% | -2% | -1% | -1%
Cc1ccc(C(=O)CCC(=O)OC(C)C(=O)NC2CCCCC2C)cc1 (configuration not stated) | -3% | 2% | -7% | 6% | 2% | -9 | 1% | -0.2% | 0% | -10% | 5%
N#CC(c1ccc(O)cc1)N1CCCCC1 (configuration not stated) | 0% | -18% | -3% | -1% | -1% | 11 | 3% | 0.3% | -31% | 0% | /
O=C(Nc1ccc(Br)cc1)c1cccc(N2C(=O)C3C4CCC(C4)C3C2=O)c1 (configuration not stated) | 16µM* | ? | -3% | -3% | 3% | -35 | 1% | -0.4% | -3%[46.1 µM] | -3% | -4%
O=C(NC1CCCc2ccccc21)c1cccc(S(=O)(=O)N2CCOCC2)c1 (configuration not stated) | -9% | -1% | 0% | 8% | 0% | -1 | -15% | 0.1% | -1% | 0% | -2%
COCC1CCN(Cc2nc(-c3cccs3)no2)C1 (configuration not stated) | 6% | -2% | -4% | -6% | 4% | 23 | -15% | 0.1% | -1% | -4% | 2%
O=C(O)c1ccc(-c2nnn(Cc3cccc(C(F)(F)F)c3)n2)cc1 | -2% | ? | -1% | 14% | -1% | -15 | -1% | -0.7% | -2% | -29% | 10%
O=C(NC(=S)Nc1ccc2oc(=O)ccc2c1)c1cccc(Cl)c1 | 10% | 2% | -2% | -14% | 2% | 0 | 0% | -0.9% | -2% | 2% | -1%
Cc1nn(CC(=O)NCCc2ccco2)c(=O)c2nn(-c3ccccc3)c(C)c12 | 0% | 7% | 0% | 0% | 2% | 4 | 0% | -0.4% | -3% | -6% | 6%
O=C(c1ccc(Br)c(S(=O)(=O)N2CCCCC2)c1)N1CCCCC1 | -12% | 0% | -3% | 5% | 1% | 0 | 2% | -0.9% | 3% | 0% | -3%
O=C(Cn1ncc(N2CCCC2)c(Cl)c1=O)c1ccc(Cl)cc1 | ? | -2% | -4% | 4% | 4% | -5 | -1% | -0.6% | -2% | -2% | -1%
CC(=O)c1ccc(OCC(=O)NC2CCS(=O)(=O)C2)cc1 (configuration not stated) | 2% | 2% | -10% | -3% | -1% | 13 | -14% | 0.5% | / | 4% | 1%
